Source: PubChem
B2AR arrestin: agonists driving beta-arrestin recruitment to human beta2-adrenergic receptor. P07550. Potency, µM (top dose mostly 46.1 µM), for inactives: at the highest dose activation, actives largely listed as activators. beta-arrestin recruitment to beta2AR, cell-based reporter. hit rate 0.02% among 330,000;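 also: potency is read from the fitted curve at half-maximal effect; 0% = DMSO controls and full agonism = EC100 isoproterenol or metaproterenol; nearly all actives have a fitted effect of over 65% in size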
Target sequence (P07550 whole entry, looked up): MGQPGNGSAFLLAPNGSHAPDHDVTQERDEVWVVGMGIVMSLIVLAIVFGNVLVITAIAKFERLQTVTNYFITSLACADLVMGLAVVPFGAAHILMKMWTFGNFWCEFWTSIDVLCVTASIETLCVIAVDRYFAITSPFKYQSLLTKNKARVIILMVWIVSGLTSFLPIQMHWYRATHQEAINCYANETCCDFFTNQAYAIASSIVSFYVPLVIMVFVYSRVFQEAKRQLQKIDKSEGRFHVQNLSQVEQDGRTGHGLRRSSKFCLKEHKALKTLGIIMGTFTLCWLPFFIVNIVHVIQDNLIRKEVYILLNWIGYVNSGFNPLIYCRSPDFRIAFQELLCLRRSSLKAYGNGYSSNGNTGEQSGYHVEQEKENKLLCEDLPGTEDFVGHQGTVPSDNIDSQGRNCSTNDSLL
A-T KAP1 phos: candidate therapy for ataxia-telangiectasia | […] A-T fibroblasts, KAP-1 phosphorylation AlphaLISA; neocarzinostatin DNA damage 30 min before lysis | Potency, µM (series often up to 57.5 µM), for the others: top-dose activation, usual class: activators | hit rate 0.19% among 320,000 | AID 485349; also: potency is read from the fitted curve at half-maximal effect; % of control where 0% means no effect; nearly all actives have a fitted effect of over 45% in size
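hTERT-immortalized A-T patient fibroblasts ([…]), 500 cells/well in OPTI-MEM, 1% FBS, got compounds for 60 min, then NCS for 30 min at 37C. Lysates were then assayed for phospho-KAP-1 by AlphaLISA (anti-pKAP1 donor, anti-KAP1 acceptor beads), 6 hr at 25C.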
Integrin act MD: activates integrin-mediated alleviation for muscular dystrophy; alpha7betagal myoblasts, beta-gal FDG fluorescence, 48 h; Potency, µM (series often up to 38.3 µM), for the others: at the highest dose activation, most hits filed as activators; hit rate 0.064% among 350,000; AID 624291;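 also: potency is read from the fitted curve at half-maximal effect; 100% = response of the positive control SU9516; nearly all actives have a fitted effect of over 60% in size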
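Alpha7betagal+/- myoblasts (passage 13) were plated 16-24 hr, then exposed to compounds (1:260 dilution of DMSO stock) for 48 hours at 37C. After MPER lysis, β-galactosidase reporter activity was read as FDG fluorescence (ex 480/em 540) after 30 minutes.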
BRCA1 expr up: activators of BRCA1 expression | MCF7-BRCA1-FFLuc reporter, luminescence, 48 h; response scale: scaled: vehicle 0%, 10 µM genistein 100% | hit rate 1.1% among 380,000 | AID 624202 | Potency, µM (titrated, usually from 46.1 µM), inactives show top-dose activation, hits mostly activators; also: potency is read from the fitted curve at half-maximal effect; nearly all actives have a fitted effect of over 80% in size; some results filed as inactive show a strong effect at the top dose
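Using MCF7 cells harboring a BRCA1 firefly luciferase reporter, plated 2 h before compound pinning, the screen measured luminescence after 48 h incubation. Responses were normalized to DMSO and 10 microM genistein, then fitted for concentration-effect.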
ELG1 DNA repair: blocks ELG1-dependent DNA repair in HEK293T cells | Potency, µM (highest dose often 46.1 µM), for inactives: top-dose activity change, negative = inhibition, usual class: inhibitors | hit rate 2.3% among 330,000 | AID 504467 | HEK293T ELG1-luciferase reporter, luminescence, 16 h; DNA damage induced by 5-fluorouridine; also: potency is read from the fitted curve at half-maximal effect; % is scaled to controls: 0 for no effect and ±100 for the full control effect; nearly all actives have a fitted effect of over 55% in size
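Luminescence from the luciferase reporter, measured 30 min after ONE-Glo reagent at room temperature, was the read-out. Beforehand, 2,000 cells per well were exposed for 16 hr at 37 °C to 5-fluorouridine together with compound or vehicle.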
TCR act: T cell receptor activation. primary human leukocytes, anti-CD3, IL-2 HTRF, 48 h. AID 504894. Potency, µM (titrated, usually from 9.22 µM), for the others: at the top dose activation of IL-2 secretion, usual class: activators. 330,000 tested, under 10 active; also: % of control where 0% means no effect
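TCR engagement came from a-CD3 beads alone, with compounds added to primary human leukocytes for 48 hr. Secreted IL-2 bridged europium cryptate- and d2-labelled anti-IL-2 antibodies, giving FRET emission at 665nm after 320nm excitation.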
TRPV1 agonist: agonists of human vanilloid receptor 1 (TRPV1). activation, % at 8.33 µM. AID 540275. hit rate 0.19% among 320,000. TRPV1-expressing cells, Fluo-8 calcium influx, agonist mode; in the data active = activation above about 80%; inconclusive = between about 30% and that limit; also: 0% is about no effect
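Cells expressing TRPV1 were dye-loaded with Fluo-8 and read kinetically: 10 s baseline, 3 min after compound (agonist portion), then 2 min after EC20 capsaicin (allosteric enhancer portion). Calcium-bound dye fluorescence at 480/520 nm.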
MLL CXXC-DNA inh: inhibitors of human MLL CXXC domain-DNA interaction; MLL-CXXC / FITC-HOXA9 DNA fluorescence polarization; hit rate 0.037% among 290,000; Q03164; Potency, µM (series often up to 115 µM), for the others: at the highest dose activity change, negative = inhibition, most hits filed as inhibitors; active = well fitted inhibition curve with a large enough effect in the polarisation, with a control signal flat, not every such curve was filed as active; inconclusive = small, poorly fitted or top-dose-only effect, or effect the other way, or a change in a side signal; inactive = no such curve, though single readings can be large or run the other way; the % refers to the polarisation; also: potency is read from the fitted curve at half-maximal effect
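Steps: dispense CXXC domain solution (7 uM) → pin compounds or unlabeled HOX-A9 DNA control → 5 min ambient → add FLSN-HOX-A9 solution (50 nM) → spin → 30 min ambient → fluorescence polarization. Tris pH 7.5/NaCl/DTT/BSA buffer.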
PTAP TSG101 blk: blocks PTAP/TSG101 interaction to inhibit HIV-1 budding | Q99816 | Fluorescence polarization, FITC-PTAP peptide / Tsg101 binding | Potency, µM (series often up to 115 µM), inactives show at the highest dose activity change, negative = inhibition, actives largely listed as inhibitors | 340,000 tested, under 10 active | AID 493005; active = well fitted inhibition curve with a large enough effect in the main read-out, with a control signal flat, not every such curve was filed as active; inconclusive = small, poorly fitted or top-dose-only effect, or effect the other way, or a change in a side signal; inactive = no such curve, though single readings can be large or run the other way; also: potency is read from the fitted curve at half-maximal effect; % of control where 0% means no effect
Target sequence (Q99816 whole entry, looked up): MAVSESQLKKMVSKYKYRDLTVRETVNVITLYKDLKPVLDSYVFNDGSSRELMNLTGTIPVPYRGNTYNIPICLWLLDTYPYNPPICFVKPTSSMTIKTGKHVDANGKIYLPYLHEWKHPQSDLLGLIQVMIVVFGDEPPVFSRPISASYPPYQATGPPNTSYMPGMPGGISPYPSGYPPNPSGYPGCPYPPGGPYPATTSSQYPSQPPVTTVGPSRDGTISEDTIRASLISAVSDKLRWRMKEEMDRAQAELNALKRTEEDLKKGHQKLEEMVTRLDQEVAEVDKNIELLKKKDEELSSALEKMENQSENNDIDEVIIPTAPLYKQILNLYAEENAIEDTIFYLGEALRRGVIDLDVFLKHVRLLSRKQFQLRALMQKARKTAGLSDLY
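FP read-out: FITC-PTAP peptide, 50 nM final, binding Tsg101 binding domain, 10 uM final; 20 min, r.t.; 10 mM HEPES pH 7.5, 0.15 M NaCl, 0.01% Tween 20, 3 mM EDTA, 0.1 mM TCEP.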
p53 reactivator: restores transcriptional activity of mutant p53; AID 504706; hit rate 0.063% among 320,000; Potency, µM (doses to about 92.2 µM), without a hit: at the top dose activity change, positive = activation, actives largely listed as activators; H1299 p53-A138V BP100-luciferase reporter, luminescence, 24 h; also: potency is read from the fitted curve at half-maximal effect; % of control where 0% means no effect; nearly all actives have a fitted effect of over 45% in size
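H1299 (p53-null), stable ts p53-A138V + BP100-Luc; 1000 cells/well, Opti-MEM/10% FBS; cpd 4 pt, 1:5; 24 h, 37 deg C, 5% CO2; detection reagent 10 min RT; luminescence.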
* marks the source's active call; other numbers are inactive results; u = inconclusive; x = no result given; [ ] = dose if it differs, or a comment. Unless noted, calls follow the shape of the dose curve; as a rule, active = well fitted curve in the direction sought with a large enough effect; inconclusive = small, poorly fitted or top-dose-only effect, or another doubt; inactive = no such curve, though single readings can be large; an effect the other way counts as inactive or inconclusive.

item | Compound | p53 reactivator | A-T KAP1 phos | B2AR arrestin | PTAP TSG101 blk | TRPV1 agonist
1 | O=C(NCCc1ccccn1)C1CCCN1S(=O)(=O)c1ccc(Cl)cc1 (stereo not given) | 2% | 11% | -0.9% | -2% | 2
2 | O=C(O)c1cccc(NC(=O)c2ccc(S(=O)(=O)c3ccccc3)cc2)c1 | 11% | 5% | -0.6% | -6% | 2
3 | COc1cc(Br)c(C2CC(=O)Nc3cc(OC)c(OC)cc32)cc1OC (stereo not given) | -8% | 13% | -1.1% | -4% | 0
4 | O=C(Nc1ccncc1)c1ccc(F)cc1 | -1% | 1% | 0.3% | 0% | -1
5 | Cc1ccc(C)c(NC(=O)CCC(=O)NNC(=S)Nc2ccccc2)c1 | -13% | 5% | -0.2% | -6% | -1
6 | CCOC(=O)CC(NC(=O)c1cc2cc(Cl)cc(Cl)c2oc1=O)c1cccc([N+](=O)[O-])c1 (stereo not given) | 20% | 3% | 0.3% | 1% | 0
7 | O=C(NCCSCc1ccco1)Nc1ccc(Cl)cc1 | x | x | x | -3% | u
8 | CCOC(=O)Cc1csc(NC(=O)c2ccc(S(=O)(=O)N(CCOC)CCOC)cc2)n1 | -4% | -4% | 0.2% | -7% | -3
9 | O=C(N/N=C/c1cccnc1)c1cc2c(ccc3ccccc32)o1 | -5% | -7% | -0.2% | 12% | u
10 | Cc1ccc(CS(=O)(=O)c2ncc(Cl)c(C(=O)Nc3nnc(C(C)C)s3)n2)cc1 | -35%[inhibitor] | -5% | 0.5% | 3% | 1

item | BRCA1 expr up | MLL CXXC-DNA inh | Integrin act MD | TCR act | ELG1 DNA repair
1 | 4% | 4% | 13% | -1% | 14%
2 | -7% | 2% | 5% | 3%[46.1 µM] | -2%
3 | -17% | 9% | 27% | -1% | 8%
4 | -54% | 1% | -37% | 2% | -9%
5 | -7% | -16% | 26% | 8% | -6%
6 | 1% | -1% | 15% | 5%[46.1 µM] | 14%
7 | 8.9µM* | 1% | -30% | 9% | x
8 | -5% | 5% | 17% | -2% | u
9 | -34% | -3% | -6% | 2% | -18%
10 | -54% | u | -77%[inhibitor] | 0% | u

Rewritten with bars between the fields: entries from further up
No. | molecule | p53 reactivator | A-T KAP1 phos | B2AR arrestin | PTAP TSG101 blk | TRPV1 agonist | BRCA1 expr up | MLL CXXC-DNA inh | Integrin act MD | TCR act | ELG1 DNA repair
1 | O=C(NCCc1ccccn1)C1CCCN1S(=O)(=O)c1ccc(Cl)cc1 (stereo not given) | 2% | 11% | -0.9% | -2% | 2 | 4% | 4% | 13% | -1% | 14%
2 | O=C(O)c1cccc(NC(=O)c2ccc(S(=O)(=O)c3ccccc3)cc2)c1 | 11% | 5% | -0.6% | -6% | 2 | -7% | 2% | 5% | 3%[46.1 µM] | -2%
3 | COc1cc(Br)c(C2CC(=O)Nc3cc(OC)c(OC)cc32)cc1OC (stereo not given) | -8% | 13% | -1.1% | -4% | 0 | -17% | 9% | 27% | -1% | 8%
4 | O=C(Nc1ccncc1)c1ccc(F)cc1 | -1% | 1% | 0.3% | 0% | -1 | -54% | 1% | -37% | 2% | -9%
5 | Cc1ccc(C)c(NC(=O)CCC(=O)NNC(=S)Nc2ccccc2)c1 | -13% | 5% | -0.2% | -6% | -1 | -7% | -16% | 26% | 8% | -6%
6 | CCOC(=O)CC(NC(=O)c1cc2cc(Cl)cc(Cl)c2oc1=O)c1cccc([N+](=O)[O-])c1 (stereo not given) | 20% | 3% | 0.3% | 1% | 0 | 1% | -1% | 15% | 5%[46.1 µM] | 14%
7 | O=C(NCCSCc1ccco1)Nc1ccc(Cl)cc1 | x | x | x | -3% | u | 8.9µM* | 1% | -30% | 9% | x
8 | CCOC(=O)Cc1csc(NC(=O)c2ccc(S(=O)(=O)N(CCOC)CCOC)cc2)n1 | -4% | -4% | 0.2% | -7% | -3 | -5% | 5% | 17% | -2% | u

(cont.)
item | Compound | p53 reactivator | A-T KAP1 phos | B2AR arrestin | PTAP TSG101 blk | TRPV1 agonist
11 | CCOC(=O)Cc1csc(NC(=O)CCCN2C(=O)c3ccccc3C2=O)n1 | -2% | x | -1.0% | -4% | -2
12 | COc1ccc(/C=N/NC(=O)CCc2ccccc2)cc1O | -3% | 4% | -0.4% | -2% | u
13 | O=C(NCc1ccco1)c1cccc(NC(=O)c2ccccc2)c1 | -19% | 4% | 0.3% | -11% | 3
14 | Cc1cc(C(=O)OCC(=O)N2CCOCC2)c(C)n1-c1ccccc1 | 20% | -2% | -0.2% | 0% | x
15 | COc1ccc2nc(NC(=O)c3cccnc3SC)sc2c1 | u | -5% | -0.6% | -4% | 22
16 | CC1CCCCN1C(=O)CSc1nnc(-c2ccco2)o1 (stereo not given) | u | 1% | -0.1% | 1% | 3
17 | O=C(O)c1ccc(N2C(=O)/C(=C/c3ccc(-c4ccc([N+](=O)[O-])cc4)o3)C=C2c2ccccc2)cc1 | -10% | 1% | 0.2% | -10% | 1

item | BRCA1 expr up | MLL CXXC-DNA inh | Integrin act MD | TCR act | ELG1 DNA repair
11 | -2% | -11% | -16%[7.66 µM] | x | -13%
12 | -64% | 3% | 10% | 0% | 21%
13 | 0%[1.84 µM] | 1% | -11% | -1% | -23%
14 | 66% | x | 4% | -3% | 0%
15 | u | 1% | -23% | 6%[46.1 µM] | u
16 | 3.2µM* | -2% | 14% | -2% | u
17 | -4% | u | -13% | 3% | -5%

Compounds were not picked by outcome (roughly 3.8% active in at least one column).
